# A549 viability = Nrf2 qHTS screen for inhibitors: counterscreen for cytotoxicity; 0.16% of 390,000 active; A549 ARE-Fluc cells, CellTiter-Fluor viability, 18-24 h; AID 504648, 2011; Potency, µM (series often up to 46 µM), for inactives: at the highest dose activity change, negative = cytotoxicity, actives largely listed as inhibitors; note: potency is the fitted concentration of half-maximal effect; % is set by controls: 0 for no effect and ±100 for the full control effect
#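 Cytotoxicity counterscreen: CellTiter-Fluor fluorescence was measured in A549 ARE_Fluc cells after 18-24 h of compound exposure in a concentration series. The subsequent BugLite luminescent read reports ARE-luciferase activity.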
# TGFb SMAD3 inh = qHTS for Inhibitors of TGF-b; HepG2 CAGA-GFP TGF-b/SMAD3 reporter, GFP fluorescence, 18 h; TGF-beta stimulated, 500 pg/mL final; Potency, µM (top dose mostly 46.1 µM), without a hit: at the top dose activity, negative = inhibition, actives largely listed as inhibitors; 1.2% of 410,000 active; note: potency is the fitted concentration of half-maximal effect; % is set by controls: 0 for no effect and ±100 for the full control effect; nearly all actives have a fitted effect of over 65% in size
#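 Smad-responsive CAGA-GFP expression was quantified in HEPG2 cells exposed to compounds and 500 pg/mL final TGF-beta for 18 h at 37 degrees C; unstimulated wells defined full inhibition.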
# Nrf2 inh = Nrf2 qHTS screen for inhibitors; A549 ARE-Fluc reporter, luciferase luminescence, 18-24 h; Potency, µM (top dose mostly 46 µM), inactives show at the highest dose activity change, negative = inhibition, actives largely listed as inhibitors; 2.1% of 360,000 active; AID 504444, 2011; note: potency is the fitted concentration of half-maximal effect; % is set by controls: 0 for no effect and ±100 for the full control effect; nearly all actives have a fitted effect of over 60% in size
#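 Concentration-response testing used A549 ARE_Fluc cells at 5000 cells/well. Following an 18-24 h compound incubation, viability was read by fluorescence (Ex 405/Em 525) and luciferase output by luminescence.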
# Mm-Cpn inhibitor = Inhibitors of TCP-1 ring complex (TRiC) of Methanococcus maripaludis (MmCpn): qHTS | purified Mm-Cpn ATPase, ADP Transcreener TR-FRET | Chaperonin Mm-Cpn (Methanococcus maripaludis) | Potency, µM (titrated, usually from 76.9 µM), for inactives: at the top dose activity, negative = inhibition, usual class: inhibitors | 0.031% of 330,000 active; note: potency is the fitted concentration of half-maximal effect; % is set by controls: 0 for no effect and ±100 for the full control effect; nearly all actives have a fitted effect of over 80% in size
#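 ATP (10 uM final) was added to archaeal chaperonin (25 nM final) after 10 min exposure to test compound at 37°C; after 30 min further incubation, ADP was detected by competitive TR-FRET.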
# CCT chaperon mod = High-Throughput Screening for Modulators of Cytosolic Chaperonin Activity; purified chaperonin ATPase assay, HTRF ADP detection, 30 min; activity change, % (no concentration beside the values), hits read low; 0.3% of 360,000 active; in the data active = activity change below about -30%; note: % is set by controls: 0 for no effect and ±100 for the full control effect
#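 Nucleotide hydrolysis assay: TRiC at 20–40 nM final (set by batch activity) with 10 uM ATP, 30 min at 37 °C, in presence of 76 uM compound. Detection by competitive ADP HTRF, 30 min ambient.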
# pAkt inh = HTS Assay for Inhibitors of Akt Phophorylation: Primary Screen | Neuro2A IGF-stimulated pAkt S473 HTRF, 20 min; active compounds read low | activity change, % for hits at 50 µM | 0.32% of 360,000 active | AID 651550, 2012; in the data active = activity change below about -80%; inconclusive = mostly about -51% to -80%; note: % is set by controls: 0 for no effect and ±100 for the full control effect
#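 Single-point screen (50 µM final compound) in Neuro2A cells stimulated 20 min with 6 nM IGF at 37 deg C. After lysis, Ser473-phosphorylated Akt read by HTRF (ex 330 nm, em 615/665 nm) as the 665/615 ratio.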
# ATXN viability = Viability Counterscreen for Primary qHTS for Inhibitors of ATXN expression. 0.49% of 400,000 active. AID 651635, 2014. Potency, µM (series often up to 56.7 µM), hits mostly cytotoxic. S2 cells (HEK-293 line with an ATXN2-luciferase reporter) viability, CellTiter-Fluor protease fluorescence, 24 h; note: potency is the fitted concentration of half-maximal effect; nearly all actives have a fitted effect of over 40% in size
# HepG2 viability = qHTS for Inhibitors of TGF-b: Cytotox Counterscreen. HepG2 CAGA-GFP viability, ATP luminescence, 18 h. Potency, µM (top dose mostly 46.1 µM), inactives show at the top dose activity change, negative = cytotoxicity, actives largely listed as cytotoxic. AID 588856, 2011. 0.76% of 410,000 active; note: potency is the fitted concentration of half-maximal effect; some results filed as inactive show a strong effect at the top dose
#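 CellTiter-Glo luminescence gave cytotoxicity after 18 hours at 37 degrees C. The cells were HepG2 CAGA-GFP in 1% FBS DMEM, stimulated with 500 pg/mL TGF-beta after compound addition. %Activity was normalised to no-cell wells (complete cell-killing) and DMSO (no toxicity), and curves were fitted and classified.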
# Nrf2 ARE act = qHTS of Nrf2 Activators; AREc32 ARE-luciferase reporter (MCF7-derived line), luminescence, 24 h; Potency, µM (top dose mostly 46.1 µM), inactives show top-dose activation, actives largely listed as activators; 0.31% of 410,000 active; AID 624171, 2012; note: potency is the fitted concentration of half-maximal effect; % of control where 0% means no effect; nearly all actives have a fitted effect of over 65% in size
#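 Steps: seed AREc32_Fluc cells (1000/well, 5% FBS OPTI-MEM); incubate overnight at 37 deg C; add 23 nL compound; incubate 24 hr; add Steady-Glo; hold 30 min RT; read luminescence.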
# * marks the source's active call; other numbers are inactive results; i = inactive; u = inconclusive; x = no result given; [ ] = remark or other dose. Unless noted, calls come from the whole dose curve; as a rule, active = well fitted curve in the direction sought with a large enough effect; inconclusive = small, poorly fitted or top-dose-only effect, or another doubt; inactive = no such curve, though single readings can be large; an effect the other way counts as inactive or inconclusive.
# Value order: A549 viability	TGFb SMAD3 inh	Nrf2 inh	Mm-Cpn inhibitor	CCT chaperon mod	pAkt inh	ATXN viability	HepG2 viability	Nrf2 ARE act
1. CC(=C\C(=O)O)/C(=C/c1ccc(C)o1)C(=O)O
→ 0.0%	u	4.2%	-0.5%	3.0	i	i	-23.0%	10.1%
2. CS(=O)(=O)N(CC(=O)N1CCCC1)c1ccc(Cl)cc1
→ 9.5%	17.0%	5.2%	-0.7%	2.4	i	i	-1.2%	-0.2%[9.22 µM]
3. NC(=S)N/N=C/c1ccccc1[N+](=O)[O-]
→ -2.0%	13.9%	u	0.2%	0.9	i	i	2.7%	0.1%
4. O=c1/c(=C/c2ccco2)sc2n1CN(c1cccc(Br)c1)CN=2
→ -6.9%	8.8%	u	-1.8%	0.4	i	i	-7.1%	u
5. O=C(Nc1nnc(C(F)(F)F)s1)c1c(F)cccc1F
→ -5.6%	2.0%	u	-0.7%	0.1	i	x	1.7%	-0.5%
6. CCc1nn(CC(=O)Nc2ccc(NC(C)=O)cc2)c(=O)c2cc3sccc3n12
→ 8.3%	-20.7%	12.1%	x	x	x	x	-2.4%	-1.2%
7. CN(C)/C=N/c1ncc(C(=O)c2ccc3ccccc3c2)s1
→ u	-10.8%	u	-5.2%	-1.4	i	i	-35.4%	3.6%
8. CCCN1CCC(=NNc2ccc(S(N)(=O)=O)cc2[N+](=O)[O-])CC1
→ -1.1%	-37.6%	15.5%	-4.1%	-0.4	i	i	-39.7%	3.0%
9. O=C(Nc1cc(F)ccc1F)C1CCN(c2nc3ccccc3n3cccc23)CC1
→ -14.0%	-1.6%	6.5%	x	x	x	x	0.6%	-1.1%
10. Cc1ccc2cc(C=O)c(N3CCOCC3)nc2c1C
→ -8.2%	-0.9%	-11.2%	-0.9%	-6.7	i	i	2.7%	0.0%
11. COc1ccc(OC)c2sc(NC(=O)CCSc3ccccc3)nc12
→ 4.1%	-8.4%	-9.1%	-0.7%	0.7	i	i	-8.6%	4.4%
12. COc1ccc(-n2c(NN)nc3sc4c(c3c2=O)CCCC4)cc1
→ -10.2%	-6.5%	u	-3.1%	-0.1	i	i	-30.7%	0.1%
13. CCOC(=O)C(NC(=O)c1ccc(OC)cc1)(N1CCOCC1)C(F)(F)F (configuration not stated)
→ 7.5%	-6.1%	8.7%	0.0%	-1.3	i	i	-9.5%	3.2%
14. CCc1nc(Nc2ccccc2O)c2oc3ccccc3c2n1
→ 2.6%	4.6%	2.8%	-2.7%	-0.4	i	i	4.0%	16.4%
15. CC(C)C(=O)Nc1nnc(SCC(=O)NCc2ccco2)s1
→ 6.3%	13.2%	-2.3%	-1.1%	-3.5	i	i	27.0%	-1.2%
16. Cc1cccc(C)c1NC(=O)N1C(C(=O)O)CSC1C(=O)O (configuration not stated)
→ -4.3%	-2.5%	-14.3%	2.8%	-0.7	i	i	-0.9%	-0.8%
17. COc1ccc(CNC(c2ccccc2)c2ccc(Cl)cc2)cc1 (configuration not stated)
→ -4.1%	0.3%	4.8%	1.4%	0.9	i	i	-9.8%	-0.5%
18. CCOC(=O)c1cn(CC)c2cc3c(cc2c1=O)OCO3
→ -26.6%	-7.4%	u	0.6%	-1.7	i	i	-1.3%	-0.4%
19. CC1CCC(NC(=O)CN2C(=O)NC3(CCCCC3C)C2=O)CC1 (configuration not stated)
→ 3.1%	6.4%	-4.3%	-0.4%	-0.9	i	i	1.7%	-0.3%
20. CC(=O)Oc1ccccc1C(=O)N1CCN(S(=O)(=O)c2ccc3ccccc3c2)CC1
→ 2.3%	-28.4%	4.2%	-0.1%	0.2	i	i	-10.4%	3.9%
21. CC(C)c1cc(C(=O)NNC(=S)NC2CCCCC2)cs1
→ 3.5%	0.0%	u	0.8%	-1.1	i	i	-15.8%	0.0%
22. O=C(Nc1cc(Cl)ccc1O)C1CC(c2c(F)cccc2Cl)=NO1 (configuration not stated)
→ 1.4%	-27.4%	-6.6%	-0.5%	-12.2	i	i	0.5%	u
23. COC(=O)c1cc(C(=O)N2CCN(c3ccccc3OC)CC2)cc([N+](=O)[O-])c1
→ -14.1%	u	u	-3.2%	-2.5	i	i	5.3%	-0.1%
24. CC(C)CCN(Cc1ccco1)S(=O)(=O)c1csc(C(N)=O)c1
→ -3.5%	-2.5%	-18.7%	-0.8%	1.3	i	i	-18.6%	-0.8%
25. Cc1ccc2c(c1)C1(C)C(C(C)(C)N2C=O)C1(Cl)Cl (configuration not stated)
→ u	-18.9%	15.0%	0.8%	-2.3	i	i	-14.1%	0.2%
26. Cn1cccc1/C=N/NC(=O)c1cc2ccccc2cc1O
→ -2.2%	u	-0.5%	-2.0%	-0.4	i	i	-28.6%	1.8%
27. COc1ccc(Cl)cc1NS(=O)(=O)c1ccc2c(c1)NC(=O)CCS2
→ -3.0%	-19.7%	-1.6%	0.0%	0.1	i	i	-30.0%	-0.8%
28. CC(Oc1ccc(Cl)cc1)C(=O)NCCCn1ccnc1 (configuration not stated)
→ -2.2%	-6.4%	-11.3%	2.0%	2.0	i	i	0.4%	1.3%
29. COCCNC(=O)c1cc(-c2ccccc2)n(CC2CC(c3ccc(OC)cc3)=NO2)n1 (configuration not stated)
→ -1.1%	-0.7%	-4.7%	-0.6%	-2.3	i	i	-51.6%	-0.2%
30. CC(C)CC(COCc1cccc(Cl)c1)N1CCN(C(=O)c2ccc(C(F)(F)F)cc2)CCC1=O (configuration not stated)
→ u	10µM*	u	-0.4%	-5.9	i	x	-27.3%	-0.4%
31. C=CCC[C@@H](Cc1ccc(F)cc1)C(=O)OC[C@H](Cc1c[nH]c2ccccc12)NC(=O)[C@@H](CC=C)CC(=O)N(CCO)Cc1ccccc1
→ u	u	20.6µM*	1.2%	-1.1	i	5.62µM*	-22.6%	-4.0%
32. CN1CCN(c2ncnc3c2[nH]c2ccc(F)cc23)CC1
→ 2.5%	-1.8%	-5.8%	0.7%	2.5	i	i	-27.3%	5.4%
33. CC(C)OC(=O)C1C(=O)CC(C)(O)C(C(=O)OC(C)C)C1c1ccc(F)cc1 (configuration not stated)
→ 1.9%[1.84 µM]	3.8%	-21.9%	0.1%	-4.0	i	i	-17.7%	0.2%
34. Cc1ccc(C(=O)C2=C(O)C(=O)N(Cc3cccnc3)C2c2ccc(Cl)c(Cl)c2)o1 (configuration not stated)
→ -0.3%	-6.9%	-3.6%	-0.4%	-1.6	i	i	-6.0%	0.1%
35. N#CC1=C(N)N(c2ccc(Cl)c(Cl)c2)C(=O)C1
→ -0.1%	0.5%	3.1%	-3.9%	-1.2	i	i	2.3%	0.2%
36. CN(CC(=O)Nc1cccc2ccccc12)C(=O)/C=C/c1cccs1
→ 29.2%	u	0.6%	0.8%	0.3	i	i	-2.6%	21.7%
37. COC(=O)c1cccc(C(=O)N2CCCC(C(=O)c3cc(F)ccc3F)C2)c1 (configuration not stated)
→ -11.9%	1.4%	-18.8%	0.3%	0.0	i	i	3.7%	-0.3%
38. CC1C/C(=N/NC(=O)c2cccc(F)c2)c2ccc(O)cc2C1 (configuration not stated)
→ -3.6%	20.7%	-3.3%	-3.6%	-2.3	i	i	-30.0%	13.3%
39. COc1ccc(S(=O)(=O)N2CCN(CC(O)COc3ccc(C#N)cc3)CC2)cc1OC (configuration not stated)
→ -0.2%	1.7%	u	0.2%	0.4	i	i	0.2%	-0.3%
40. O=C(CN1C(=O)NC(CCc2ccccc2)C1=O)NC1CC1 (configuration not stated)
→ -13.2%	4.6%	-12.5%	1.3%	2.3	i	i	-0.3%	0.1%
41. O=C(C[n+]1cccc(/C=N/O)c1)N1CCCCCC1
→ -1.3%	-12.9%	2.0%	1.1%	0.9	i	i	5.8%	0.5%
42. CCOc1ccc(CNC(=O)c2cccc(NC(=O)C3=C(C)OCCS3)c2)cc1
→ -5.7%	-9.7%	8.4%	-1.2%	-2.7	x	i	-20.4%	2.6%
43. O=C(NCCc1nnc2ccc(NCCCN3CCOCC3)nn12)c1ccccc1
→ -0.8%	-1.9%	-3.2%	i	-0.2	i	i	0.0%	-0.6%
44. CC(=O)Nc1ccc(S(=O)(=O)N2CCCC(C(=O)O)C2)cc1 (configuration not stated)
→ -0.9%	-3.8%	0.2%	2.4%	-1.1	i	u	1.8%	0.4%
45. COc1ccccc1-n1c(=O)c2c3c(sc2n2c(SC(C)C)nnc12)CCC3
→ -10.8%	0.0%	-14.1%	-1.1%	-2.0	i	u	-0.1%	-0.7%
46. COc1cc(/C=N/NC(=O)c2ccc(COc3ccccc3Cl)o2)cc(Br)c1O
→ -3.3%	-7.9%	-8.2%	1.7%	-1.0	i	i	-4.5%	-0.4%
47. Cc1ccc(-n2ncc3c(Nc4cccc(C)c4C)ncnc32)cc1
→ -11.9%	3.7%	x	x	x	x	i	-11.6%	-0.3%
48. CCN(CC)C(=O)C1=C(C)N(Cc2ccccc2)C(=O)C(CC(=O)NCCc2ccccn2)C1 (configuration not stated)
→ x	9.3%	x	x	0.7	i	u	3.0%	0.4%
49. COCCOc1cc(N2C(=O)CSCC2=O)c(Cl)cc1Cl
→ -13.0%	29.2%	-13.4%	1.9%	0.0	x	i	4.8%	-0.5%
50. Cc1ccc(NC(=O)C2c3ccccc3-c3ccccc32)cc1
→ x	-8.6%	x	x	-0.4	i	i	-18.0%	-1.0%
51. CCN(CCCNC(=O)c1c(C)cc(=O)oc1C)c1cccc(C)c1
→ 5.1%	0.2%	x	7.7%	-1.3	i	i	-30.8%	-0.8%
52. COc1ccc(OC)c(S(=O)(=O)NCCc2csc3nc(-c4ccccc4)nn23)c1
→ -0.3%	-23.5%	x	x	x	x	x	-20.0%	3.5%
53. O=C(/C(=N\Nc1ccccc1)Sc1nnnn1-c1ccccc1)c1ccccc1
→ -1.3%	u	-10.0%	-2.6%	0.4	i	i	4.5%	-0.6%

# High-throughput results as filed in PubChem BioAssay.
